# eIF4E 4G PPI: eIF4E–eIF4G protein interaction inhibitors, primary screen, biochemical, uHTS, TR-FRET, eIF4GI fragment; Eukaryotic translation initiation factor 4E (Mus musculus) + Eukaryotic translation …; TR-FRET eIF4E-eIF4GI(517-606) binding, 2 h; inhibition, % at 21.7 µM; 220,000 tested, 0.37% active; AID 782, 2007;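 active = inhibition above about 30%, limit read from the data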;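 also: 0% = full FRET control wells and 100% = background wells lacking eIF4GI fragment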
# FXIIa inh: human FXIIa protease inhibitors, primary screen, biochemical, 1536-well; purified FXIIa, Boc-QGR-AMC fluorogenic substrate, 2 h; 220,000 tested, 0.3% active; inhibition, % at 5 µM; AID 800, 2007; in the data active = inhibition above about 40%;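 also: 0% = enzyme with no compound and 100% = blank without enzyme; many of its hits are not listed in these tables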
# Wee1 stabilizer: Wee1 degradation inhibitors, primary screen, cell-based, HeLa, Wee1K328M-luciferase, luminescence; HeLa Luc-Wee1K328M stability; 100% = proteasome inhibitor MG132 effect; reporter increase, % at 5 µM; Wee1-like protein kinase (Homo sapiens), P30291; 220,000 tested, 1.2% active;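 active = activation above the mean of all tested compounds plus 3 SD, set per screening run, cut at about 8.8% in these data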;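 also: cells exposed to compound for 20 h before luminescence read; 0% = DMSO alone and 100% = MG132 at 30 µM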
# FXIa inh 1536: human FXIa protease inhibitors, primary screen, biochemical, 1536-well; purified FXIa, Boc-Glu-Ala-Arg-AMC fluorogenic substrate; inhibition, % at 5 µM; 220,000 tested, 0.14% active;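 active = inhibition of at least 40%; inactive = inhibition below 40%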;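 also: fluorescence of freed AMC excited at 355 nm; 0% = enzyme without compound and 100% = no enzyme blank; many of its hits are not listed in these tables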
# Target sequence (P03951 19-387 limits assumed): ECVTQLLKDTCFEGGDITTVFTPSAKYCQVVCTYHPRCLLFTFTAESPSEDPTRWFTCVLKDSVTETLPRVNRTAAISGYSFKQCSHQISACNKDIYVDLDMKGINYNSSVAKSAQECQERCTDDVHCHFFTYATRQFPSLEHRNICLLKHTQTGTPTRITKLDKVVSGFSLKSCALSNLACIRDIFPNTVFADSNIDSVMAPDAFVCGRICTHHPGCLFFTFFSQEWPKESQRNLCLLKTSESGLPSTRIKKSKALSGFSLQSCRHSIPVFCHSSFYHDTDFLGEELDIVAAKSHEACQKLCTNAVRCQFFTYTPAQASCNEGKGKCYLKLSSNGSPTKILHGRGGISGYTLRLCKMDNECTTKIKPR
# Target sequence (P03951 388-625 limits assumed): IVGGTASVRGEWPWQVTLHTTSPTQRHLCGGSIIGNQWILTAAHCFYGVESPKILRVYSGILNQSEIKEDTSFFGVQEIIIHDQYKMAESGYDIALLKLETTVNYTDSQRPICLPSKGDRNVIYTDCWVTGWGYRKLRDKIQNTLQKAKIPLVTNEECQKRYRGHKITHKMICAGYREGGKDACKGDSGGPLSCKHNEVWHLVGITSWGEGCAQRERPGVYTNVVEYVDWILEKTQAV
# 14-3-3 Bad PPI: inhibitors of 14-3-3 zeta/Bad binding, primary screen, biochemical, TR-FRET, bovine 14-3-3 zeta; TR-FRET 14-3-3zeta/Dy647-pBad peptide displacement, 1 h; inhibition, % at 21.7 µM; 14-3-3 protein zeta/delta (Bos taurus), P63103; 220,000 tested, 0.71% active;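 active = inhibition above about 70%, limit read from the data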;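 also: 0% = full 14-3-3 plus peptide FRET controls and 100% = background without 14-3-3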
# Mdm2 ligase inh: MDM2-luciferase reporter signal enhancers, primary screen, MDM2 E3 ligase inhibitor project, cell-based, luminescence, 1536-well; E3 ubiquitin-protein ligase Mdm2 (Homo sapiens), Q00987; cell-based MDM2 ubiquitination luciferase reporter, 2 h; 0 = plate control, 100 = twice control, blank-subtracted; signal enhancement, % at 5 µM; 210,000 tested, 0.11% active; AID 1230, 2008;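 active = signal enhancement of 30% or more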;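 also: luminescence tracks abundance of the self-degrading MDM2-luciferase fusion protein; higher signal means inhibition of MDM2 E3 ligase activity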
# Target sequence (Q00987 whole entry, looked up, the tested form may be a part): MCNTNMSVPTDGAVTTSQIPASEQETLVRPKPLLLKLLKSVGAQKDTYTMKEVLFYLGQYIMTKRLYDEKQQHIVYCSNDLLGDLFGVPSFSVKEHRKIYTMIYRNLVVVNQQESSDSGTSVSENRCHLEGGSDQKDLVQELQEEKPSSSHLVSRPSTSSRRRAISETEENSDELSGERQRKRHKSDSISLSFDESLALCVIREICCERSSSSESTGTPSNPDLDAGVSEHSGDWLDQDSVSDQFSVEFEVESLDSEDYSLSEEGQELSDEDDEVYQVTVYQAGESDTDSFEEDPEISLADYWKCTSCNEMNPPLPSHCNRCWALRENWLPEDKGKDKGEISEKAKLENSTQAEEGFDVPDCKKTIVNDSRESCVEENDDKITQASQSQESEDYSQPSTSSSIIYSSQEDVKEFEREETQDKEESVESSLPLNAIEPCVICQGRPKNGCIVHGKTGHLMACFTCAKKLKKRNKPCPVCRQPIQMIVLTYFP
#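 Timing – 2 h compound exposure at 37 °C · Assay system – mammalian cells stably expressing self-ubiquitinating, self-degrading MDM2 E3–luciferase fusion · Amount – 2000 cells seeded into each well · Measure – % luminescence enhancement versus blank-corrected plate control mean · Measured by – SteadyLite luminescence, 15 min reagent step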
# p97 ATPase inh: inhibitors of human p97 ATPase, primary screen, biochemical | 220,000 tested, 0.42% active | recombinant p97 ATPase, Kinase-Glo ATP luminescence, 3 h | AID 1481, 2009 | inhibition, % at 8 µM; in the data active = inhibition above about 15%;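 also: 0% = DMSO vehicle and 100% = wells lacking enzyme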
# Rad51 HR inh: human RAD51 strand exchange inhibitors, primary screen, biochemical, fluorescence. AID 1385, 2008. DNA repair protein RAD51 homolog 1 (Homo sapiens), Q06609. inhibition, % at 10 µM. 200,000 tested, 0.085% active. hRad51 DNA strand exchange, fluorescence dequenching;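 active = inhibition above 40% at the single screening dose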;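 also: 0% = DMSO control wells and 100% = blanks with heterologous ssDNA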
#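 Test system – preformed human Rad51 ssDNA filaments · Reagent – Donor/quencher-labelled 47-bp dsDNA substrate · Incubation – 37 °C 15-min filament assembly, 30-min compound preincubation, 15-min exchange · Signal – FRET fluorescence dequenching, excitation 485 nm, emission 520 nm · Read-out – percent inhibition from fluorescence, normalised to plate control and blank means · Benchmarks – plate control and blank wells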
# KLK5 inh: human KLK5 protease inhibitors, primary screen, biochemical, 1536-well | Kallikrein-5 (Homo sapiens), Q9Y337 | recombinant hK5, fluorogenic AMC substrate cleavage | inhibition, % at 5 µM | 210,000 tested, 0.59% active;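 active = inhibition of 40% or more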;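 also: 0% = enzyme controls without compound and 100% = no-enzyme blanks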
# The depositor's hits bear a star; · = not tested or not shown; [ ] = remark or other dose.
SMILES,eIF4E 4G PPI,FXIIa inh,Wee1 stabilizer,FXIa inh 1536,14-3-3 Bad PPI,Mdm2 ligase inh,p97 ATPase inh,Rad51 HR inh,KLK5 inh
Cc1ccccc1NC(=S)N(CCc1c(C)[nH]c2ccc(F)cc12)Cc1ccncc1,-9,11,-2,-1,-9,-6,2,4,8
Cc1ccc(S(=O)(=O)Oc2ccc(/C=C(/NC(=O)c3ccccc3)C(=O)NCC(=O)O)cc2)cc1,1,5,4,-6,4,-13,-6,-3,-1
O=C(Nc1cccc(Cl)c1Cl)C1CCN(c2ncccn2)CC1,3[fluorescence artefact?],12,-1,4,11,-5,3,-1,-25
Cc1nc2ccccc2c(C)c1C(=O)c1ccc(F)cc1,1,3,-3,-3,9,-6,2,22,-3
CC1OC(O[C@H]2CC[C@]3(C)C4C=C[C@]56OC[C@@]7(CC[C@@H](C)[C@H](C)C75)[C@H](O)C[C@@]6(C)[C@]4(C)CC[C@H]3C2(C)C)C(OC2OC(CO)C(O)C(O)C2OC2OCC(O)C(O)C2O)C(O)C1O (some centres not stated),4,4,·,0,-1,1,·,·,0
N#C/C(=N\Nc1ccccc1Cl)C(=O)c1ccccc1,14,7,1,-6,63,-3,2,·,17
Cc1ccc(C(C)C)c(OCCN)c1,3,4,2,-8,-13,-11,2,8,-25
COc1cc(NS(=O)(=O)c2ccc(NC(=O)/C(=C/c3ccccc3Cl)NC(=O)c3ccccc3)cc2)nc(OC)n1,5,12,0,11,2[fluorescence artefact?],19,-3,2,-17
CC(C)Cc1cc(-c2ccco2)c(C#N)c(N)n1,3,13,0,3,-9,3,-2,-2,-6
O=C(O)/C=C\C(=O)Nc1ccccc1C(=O)N1CCN(c2ccc(Cl)cc2)CC1,11,5,-1,0,29,-1,1,-3,-4
CC(=O)c1cnn(-c2nc3c(C)cccc3s2)c1C,-17,20,1,4,5,-14,0,3,1
Cc1ccc(-c2c(C#N)c(N)n3c(nc4ccccc43)c2C#N)cc1,2,21,1,4,8,-10,14,-7,-27
CCCCC(=O)Nc1cccc(NC(=S)NC(C)=O)c1,1[fluorescence artefact?],6,-3,-1,4,-14,6,-6,-9
C#CCOCCOCCOCCNc1nc(N2CCN(C(=O)[C@H](CCC(=O)O)n3cc(C(N)CO)nn3)CC2)nc(N2CCN(C(=O)[C@H](Cc3cc4ccccc4[nH]3)n3cc(C(N)[C@H](C)CC)nn3)CC2)n1 (some centres not stated),2,13,2,4,12,·,-2,0,5
Cc1cccn2c(CNCCCn3ncc4ccccc43)c(C(=O)N3CCCCC3)nc12,4,5,10*,0,-14,2,3,11,-1
CN(C)c1ccc(NS(=O)(=O)c2cc(Cl)ccc2Cl)cc1,8,8,-1,-5,1,-6,0,8,-13
O=C1C2CC=C(Cl)CC2C(=O)N1CC1Cc2ccccc2CO1 (configuration not stated),5,-3,-3,-10,-16,-14,5,-4,17
CCc1ccc(OCC(=O)NNC(=O)c2cc3ccccc3o2)cc1,3,8,0,-2,-9,2,0,-7,0
COc1ccc(Cl)cc1NC(=O)[C@@H]1CCCN1C(=O)c1cccs1,1,15,2,5,3,2,7,-3,12
CCCCCCCCOC(=O)/C=C/c1c(C)[nH]c(=O)[nH]c1=O,2[fluorescence artefact?],9,-4,-4,-20[fluorescence artefact?],-14,1,-7,-15

# Record cards (already shown). Values in the order: eIF4E 4G PPI, FXIIa inh, Wee1 stabilizer, FXIa inh 1536, 14-3-3 Bad PPI, Mdm2 ligase inh, p97 ATPase inh, Rad51 HR inh, KLK5 inh
# `COc1cc(NS(=O)(=O)c2ccc(NC(=O)/C(=C/c3ccccc3Cl)NC(=O)c3ccccc3)cc2)nc(OC)n1` as listed: 5, 12, 0, 11, 2[fluorescence artefact?], 19, -3, 2, -17
# `O=C(Nc1cccc(Cl)c1Cl)C1CCN(c2ncccn2)CC1` as listed: 3[fluorescence artefact?], 12, -1, 4, 11, -5, 3, -1, -25
# `CCCCC(=O)Nc1cccc(NC(=S)NC(C)=O)c1` as listed: 1[fluorescence artefact?], 6, -3, -1, 4, -14, 6, -6, -9
# `COc1ccc(Cl)cc1NC(=O)[C@@H]1CCCN1C(=O)c1cccs1` as listed: 1, 15, 2, 5, 3, 2, 7, -3, 12

# (list continues)
SMILES,eIF4E 4G PPI,FXIIa inh,Wee1 stabilizer,FXIa inh 1536,14-3-3 Bad PPI,Mdm2 ligase inh,p97 ATPase inh,Rad51 HR inh,KLK5 inh
Cc1nnc(N/N=C/c2ccccc2O)n1N,3,6,-3,0,-22,-5,3,21,-4
CCc1nn2c(=O)cc(N3CCN(c4cc(C)nc5ccccc45)CC3)nc2s1,5,16,-1,7,8,1,-1,4,-16
O=C(O)c1cc(-c2cccs2)nn1-c1cccc(Cl)c1,1,4,4,-2,-9,5,3,-2,0
O=C(c1cccs1)N(Cc1cccc(Cl)c1)C1CCS(=O)(=O)C1 (configuration not stated),0,14,0,-5,-9[fluorescence artefact?],-5,1,1,-4
CC(C)OC(=O)CSc1nc(Cc2ccccc2)nc2ccccc12,-2,7,2,-2,-1,-5,-2,1,-1
CCN(CCCNc1ncnc2nc[nH]c12)c1cccc(C)c1,-3,3,0,-6,-6,-13,-5,-7,-17
COc1ccc(NC(=O)c2ccc(OC)cc2)cc1,-12,5,8,1,0,-15,6,1,1
COc1ccc(S(=O)(=O)NCC2CCCN(C(=O)c3cccs3)C2)cc1 (configuration not stated),-2,7,1,-8,2,-17,0,-4,6
C/C(=N\NC(=O)c1ccccc1F)c1ccc2c(c1)Nc1ccccc1S2,7,6,2,3,-2,-15,1,-18,-5
O=C(NCc1ccccc1)C(=O)NCC(c1ccco1)N1CCOCC1 (configuration not stated),2,5,-1,14,1,-11,7,-5,-11
Cc1cc(C(=O)NCc2ccc3c(c2)OCO3)c(C)o1,-3,7,-1,3,-13,-7,-4,2,0
COCCN1C(=O)CC(NNC(=O)c2ccc(S(=O)(=O)N3CCCC3)cc2)C1=O (configuration not stated),4,7,-4,-1,-21,-5,7,11,-1
O=C(O)c1cn[nH]c1-n1cnnn1,4[fluorescence artefact?],1,5,-2,1[fluorescence artefact?],-10,5,3,-8
CS(=O)(=O)N(CC(=O)NCc1ccccc1)Cc1ccc(Cl)cc1,-4,3,0,-7,2,-12,-1,-10,-6
COc1ccc(C(=O)Nc2cccnc2)cc1OC,0[fluorescence artefact?],10,-2,5,4,7,-1,13,-5
CC(C)Cc1nc2sc3c(c2c(=O)n1N)CC(C)(C)OC3,-3,-4,0,-5,2,-13,2,11,-4
CC(C)(Oc1ccc(Cl)cc1)C(=O)N(Cc1ccccc1)c1ccccn1,3,19,0,10,-9[fluorescence artefact?],-7,-2,-7,-23
CCC(CC)C(=O)OCC(=O)Nc1cccc([N+](=O)[O-])c1,4,3,-3,-6,-4,0,2,8,-8
Cc1ccc(OCC(=O)NCCO)cc1C,6,15,-1,-2,-5,-22,4,6,-9
O=C(Oc1cccc(-n2cnnn2)c1)c1ccco1,-1,36,-2,35,-7[fluorescence artefact?],·,0,1,17
CN(CC1CCOCC1)C(=O)CC1C(=O)NCCN1C/C=C/c1ccccc1 (configuration not stated),-2,10,-3,4,-9,-7,2,-10,·
Cc1ccc(C(=O)NCc2nnc(SCC(=O)Nc3sc4c(c3C#N)CCCC4)n2C)cc1,-4,9,-1,1,4,-2,-2,-3,-4
CCCCN=C1NC(=O)C(CC(=O)Nc2ccc(Cl)cc2)S1 (configuration not stated),4,26,-3,18,6,-15,-10,-6,-14
COc1ccc(S(=O)(=O)N2CCC(C(=O)N3CCc4ccccc4C3)CC2)cc1OC,0,10,1,7,0,11,3,-4,-4
Cc1cc(NC(=O)c2noc3c2CCc2ccccc2-3)n(-c2ccccc2)n1,76*[fluorescence artefact?],20,3,0,15,-5,-3,0,-9
CN(C(=O)Cn1nnc(-c2cccnc2)n1)C1CCCCC1,-5,11,3,0,1,·,1,26,0
Cc1ccccc1CSCc1ccc(C(=O)NCCCN2CCOCC2)o1,-1,2,3,-3,-14,-8,-1,34,4
O=C(NC1CC1)C1CCN(C2CCN(C(=O)Cc3ccc4c(c3)OCO4)CC2)CC1,-1,10,-3,0,-15,24,4,5,0
CCC(C)(C)NC(=O)CN(Cc1ccccc1Cl)C(=O)CCC(=O)Nc1cc(C)ccn1,0,12,-2,0,-8,-11,-6,7,2
COc1ccc(S(=O)(=O)N(C)C)cc1NC(=O)COC(=O)CC1CCCC1,0,8,-1,-4,-14,2,1,-4,-1
Cc1ccc2[nH]c(=O)c3cc(C(=O)N(C)Cc4ccco4)sc3c2c1,-3,12,1,8,9,1,3,6,-6
Cc1ccc(NC(=O)COc2ccc(/C=N/NC(=O)CSCc3ccccc3)cc2)cc1,13,1,2,-2,2,6,-1,2,0
Cc1ccc(C2CC(C(F)F)n3ncc(C(=O)Nc4c(C)nn(Cc5c(F)cccc5Cl)c4C)c3N2)cc1 (configuration not stated),3,12,1,4,-6,5,-1,-1,31
CC(OC(=O)c1cccs1)C(=O)NCc1ccccc1 (configuration not stated),-5,6,3,-8,-6,-8,7,0,-18
C/C(=N/OC(=O)c1c(F)cccc1F)c1nccs1,4,9,-1,-3,2,-2,-4,-2,-3
CC1CCN(C(=O)C2CCN(S(=O)(=O)c3cccc4nonc34)CC2)CC1,-6,4,-2,-6,2,-10,-7,-3,0
CCC(=O)Nc1c(OC(=O)CC)ccc2c(C)cc(=O)oc12,-4,21,0,5,14[fluorescence artefact?],3,3,10,-20
Cc1ccc(C(=O)C(O)C(c2ccc(C)cc2)N2CCCCC2)cc1 (configuration not stated),2,1,2,-4,-7,-14,1,-2,-5
CCOc1ccc(NC(=O)C2CC(=O)N3CCCN=C3S2)cc1 (configuration not stated),-1,6,-1,-1,-6,-4,11,-1,-11
CCOC(=O)C1=C(C)NC(=O)C(C#N)C1c1ccco1 (configuration not stated),4,13,0,4,-7,-20,4,2,0
C/C(=N\NC(=O)Cc1c(C)[nH][nH]c1=O)c1ccc2ccccc2c1,-6,1,-2,6,-9,-18,-8,1,2
Cn1c(=O)c2c(nc(NCc3ccccc3)n2C)n(C)c1=O,3,5,1,3,-12,-1,-4,-5,0
COc1ccc(CNC(=O)CCCn2c(SCC#N)nc3cc4c(cc3c2=O)OCO4)cc1,-19,10,0,-1,-3,-11,1,6,-17
CN(C)C(=O)COC(=O)[C@H](Cc1ccccc1)NC(=O)c1ccco1,0,1,1,-5,0[fluorescence artefact?],-13,-2,1,-8
CCNC(=S)NNC(=O)c1ccc(=O)n(Cc2ccccc2)c1,2,10,0,3,-5,-16,-4,-1,4
CCOC(=O)N1CCC(n2c(SCC(=O)N3CCC(C)CC3)nc3ccccc3c2=O)CC1,0,2,1,-4,7,-20,-4,6,-8
CCOc1ccc(S(=O)(=O)NCc2ccccc2)cc1C(N)=O,1,9,1,6,-3,-8,0,-16,-3
